Screening results from PubChem BioAssay.
GLS inhibitor = inhibitors of human glutaminase (GLS); Potency, µM (titrated, usually from 45.5 µM), for the others: top-dose activity change, negative = inhibition, most hits filed as inhibitors; GLS enzymatic activity, qHTS titration; 410,000 tested, 0.21% active; note: % is set by controls: 0 for no effect and ±100 for the full control effect
Target sequence (O94925 whole entry, looked up): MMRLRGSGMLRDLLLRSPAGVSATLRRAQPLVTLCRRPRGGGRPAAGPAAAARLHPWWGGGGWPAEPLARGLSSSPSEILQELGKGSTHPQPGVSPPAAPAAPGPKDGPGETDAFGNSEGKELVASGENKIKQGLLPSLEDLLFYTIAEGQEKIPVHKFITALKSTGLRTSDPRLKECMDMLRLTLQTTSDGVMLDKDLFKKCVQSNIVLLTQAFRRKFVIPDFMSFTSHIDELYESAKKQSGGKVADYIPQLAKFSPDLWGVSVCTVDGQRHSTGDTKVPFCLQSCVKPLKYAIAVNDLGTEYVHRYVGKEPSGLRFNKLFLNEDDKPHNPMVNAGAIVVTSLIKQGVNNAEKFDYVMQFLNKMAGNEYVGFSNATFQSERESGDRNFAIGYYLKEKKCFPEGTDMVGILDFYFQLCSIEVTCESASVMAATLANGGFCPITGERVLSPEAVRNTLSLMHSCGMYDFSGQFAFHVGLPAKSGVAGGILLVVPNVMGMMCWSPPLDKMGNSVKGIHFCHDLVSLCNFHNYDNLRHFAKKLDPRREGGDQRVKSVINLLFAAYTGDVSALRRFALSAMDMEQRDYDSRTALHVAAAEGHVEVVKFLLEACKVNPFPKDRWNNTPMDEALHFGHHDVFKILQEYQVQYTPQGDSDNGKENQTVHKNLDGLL
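hKGA; 45 mM KH2PO4 pH 8.2 + 0.02% Tween-20; cpd via pin tool; 1 mM Gln soln; GluOx/HRP/Amplex Red; RT 30 min; fluor. t0 & final.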
RGS4 inh = human RGS4 inhibition. Transcreener GDP fluorescence polarization, RGS4-accelerated GTP hydrolysis. 390,000 tested, 0.039% active. Potency, µM (doses to about 114 µM), for inactives: at the highest dose activity change, negative = inhibition, usual class: inhibitors. P49798; note: % is set by controls: 0 for no effect and ±100 for the full control effect; nearly all actives have a fitted effect of over 75% in size; some results filed as inactive show a strong effect at the top dose
Target sequence (P49798 whole entry, looked up): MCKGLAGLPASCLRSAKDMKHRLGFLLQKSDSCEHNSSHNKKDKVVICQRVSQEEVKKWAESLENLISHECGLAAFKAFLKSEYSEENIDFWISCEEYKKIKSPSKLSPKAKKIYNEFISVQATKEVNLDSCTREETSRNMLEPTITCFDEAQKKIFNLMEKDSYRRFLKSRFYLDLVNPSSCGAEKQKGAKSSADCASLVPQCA
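MLSMR compounds (23 nl, pin-transferred) preincubated 10 min at room temperature with a 500nM (2x) first reagent, then RGS4 at 900nM (2x) plus Transcreener GDP mix added; fluorescence polarization (620/688 nm) read before and after 90 min at 30 °C.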
rTrxR1 inhibitor = inhibitors of rat thioredoxin reductase 1; recombinant rTrxR1, NADPH fluorescence consumption, selenite substrate; Potency, µM (doses to about 114 µM), inactives show at the top dose activity change, negative = inhibition, usual class: inhibitors; 390,000 tested, 1% active; AID 588453; note: % is set by controls: 0 for no effect and ±100 for the full control effect; nearly all actives have a fitted effect of over 65% in size
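Rat TrxR1 (90 nM in the dispensed reagent) was pre-reduced with 400 uM NADPH for 5 min at room temperature, then incubated with compound for 15 min. After 400 uM selenite was added, NADPH fluorescence (Ex 340/Em 450 nm) was followed for 8 min.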
Pin1 inh = human Pin1 inhibition; Q13526; Pin1 FP peptide displacement, HiFluor488, 10 min; Potency, µM (top dose mostly 115 µM), inactives show top-dose activity, negative = inhibition, hits mostly inhibitors; 390,000 tested, 0.009% active; AID 504891; active = well fitted inhibition curve with a large enough effect in the polarisation, with a control signal flat, not every such curve was filed as active; inconclusive = small, poorly fitted or top-dose-only effect, or effect the other way, or a change in a side signal; inactive = no such curve, though single readings can be large or run the other way; the % refers to the polarisation; note: % is set by controls: 0 for no effect and ±100 for the full control effect
ERG Ets-DNA blk = blocks human ERG Ets domain binding to DNA; AID 624246; Potency, µM (titrated, usually from 76.9 µM), without a hit: at the highest dose FP activity, negative = inhibition, hits mostly inhibitors; 370,000 tested, 0.028% active; fluorescence polarization, His-ERG Ets domain / labelled DNA; active = well fitted inhibition curve with a large enough effect in the polarisation, with a control signal flat; inconclusive = small, poorly fitted or top-dose-only effect, or effect the other way, or a change in a side signal; inactive = no such curve, though single readings can be large or run the other way; the % refers to the polarisation;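 note: polarization taken with two DNA probes labelled with fluorescein and Texas red; % of control where 0% means no effect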
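His-tagged ERG Ets domain (1 uM in the protein solution; 300mM KCl, 50mM Tris-HCl, 1mM EDTA, 1mM DTT, pH 7.5) received compound, then a probe mix of 5 nM fluorescein-DNA and 100nM Texas-615-DNA. Fluorescence polarization was read for both dyes.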
12-LOX inh = inhibitors of human 12S-lipoxygenase ALOX12; P18054; purified 12hLO, xylenol orange hydroperoxide absorbance; Potency, µM (titrated, usually from 108 µM), without a hit: top-dose activity change, negative = inhibition, hits mostly inhibitors; 580,000 tested, 1.1% active; AID 1671190; note: % is set by controls: 0 for no effect and ±100 for the full control effect
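Hydroperoxide product was detected by ferrous iron/xylenol orange as the 573 to 405 nm absorbance ratio. Arachidonic acid at 40 uM (final) was turned over for 30 min at room temperature by 150 nM human 12hLO, pH 7.0 Hepes buffer, after 15 min compound preincubation.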
Tb PGK inh = blocks T. brucei phosphoglycerate kinase | P07378 | PGK/GAPDH coupled, Kinase-Glo luminescence, 60 min | Potency, µM (series often up to 57.5 µM), for inactives: at the highest dose activity change, negative = inhibition, most hits filed as inhibitors | 380,000 tested, 0.043% active; note: % is set by controls: 0 for no effect and ±100 for the full control effect; nearly all actives have a fitted effect of over 60% in size
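Recombinant glycosomal PGK reaction used 1,3-bisphosphoglycerate generated in-well by GAPDH (100nM final) in 100mM TEA pH 7.6, 5mM MgCl2, 0.01% Tween-20. After 60 minutes at room temperature, ATP was read by Kinase-Glo Plus luminescence end-point.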
HP1b binding inh = blocks HP1-beta chromodomain binding to methylated histone tails. AlphaScreen HP1-beta / biotin-H3K9me3 peptide binding. Potency, µM (highest dose often 114 µM), for the others: top-dose activity change, negative = inhibition, hits mostly inhibitors. 390,000 tested, 0.56% active. AID 540317; note: nearly all actives have a fitted effect of over 70% in size; inactives centre near 23
Target sequence (P83916 whole entry, looked up): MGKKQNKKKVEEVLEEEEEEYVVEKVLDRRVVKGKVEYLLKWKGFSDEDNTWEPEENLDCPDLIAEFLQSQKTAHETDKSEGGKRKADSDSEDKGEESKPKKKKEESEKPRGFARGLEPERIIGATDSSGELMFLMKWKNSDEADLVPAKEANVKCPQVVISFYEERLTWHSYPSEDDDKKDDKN
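Compound inhibition of the preformed complex between 50 nM HP1-beta and 50 nM biotinylated H3K9me3 peptide was read by AlphaScreen. Buffer was PBS pH 7.4 with 0.01% Tween-20. Incubations ran 30 min at room temperature, with 10 ug/mL donor/acceptor beads.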
JMJD2A Tudor = inhibitors of human JMJD2A Tudor domain; AlphaScreen JMJD2A-Tudor / H3K4me3 peptide binding; Potency, µM (highest dose often 114 µM), for inactives: at the top dose activity change, negative = inhibition, most hits filed as inhibitors; 390,000 tested, 4.4% active; note: % is set by controls: 0 for no effect and ±100 for the full control effect; nearly all actives have a fitted effect of over 50% in size
* = called active by the depositor; i = inactive; ? = inconclusive; nt = not tested or not shown; & = joins results of further samples; [ ] = dose if it differs, or a comment. Unless noted, calls come from the whole dose curve; as a rule, active = well fitted curve in the direction sought with a large enough effect; inconclusive = small, poorly fitted or top-dose-only effect, or another doubt; inactive = no such curve, though single readings can be large; an effect the other way counts as inactive or inconclusive. Potency is the fitted concentration of half-maximal effect.

nr	GLS inhibitor	RGS4 inh	rTrxR1 inhibitor	Pin1 inh	ERG Ets-DNA blk	12-LOX inh	Tb PGK inh	HP1b binding inh	JMJD2A Tudor	smiles
1	0%	-31%	4%[57.1 µM]	-4%	0%	-22%	-2%	22%	56µM*	O=c1cc2c(n[nH]1)CCCC2
2	4%	-3%	20%[57.1 µM]	62%[activator]	-1%	-6%	1%	9%	2%	O=C(CSc1ncc2c(n1)-c1cc(Cl)ccc1N(Cc1ccccc1F)S2(=O)=O)Nc1cccc(C(F)(F)F)c1
3	nt	35%&6%	17%&12%	-1%&4%	nt	nt	nt	24%&21%[57 µM]	-6%&7%[57.1 µM]	CCOc1ccc(-c2nn3c(-c4cc(-c5ccccc5)n[nH]4)nnc3s2)cc1
4	0%	-17%	10%	0%	-12%	12%	i	41%[activator]	6%	COc1ccc(OC)c(S(=O)(=O)n2ccc(C)n2)c1
5	0%	13%	4%[57.1 µM]	5%	-3%	-7%	-7%	13%	32µM*	COc1ccc(/C=C/C(=O)Oc2cc(C)[nH]c(=O)c2[N+](=O)[O-])cc1OC
6	1%	-5%	-12%	-1%	10%	-12%	-2%	19%	-13%	Cc1cccc(N(C(=O)Cc2cccs2)C(C(=O)NCc2ccco2)c2ccncc2)c1 (stereo unspecified)
7	2%	-20%	-75%	-7%	-4%	0%	i	25%	-24%	O=C(NCc1ccco1)C(Cc1ccccc1)N1C(=O)C2C3C=CC(C3)C2C1=O (stereo unspecified)
8	-11%	-17%	9%	4%	-5%	282%[activator]	0%	16%	-31%	CC(C)c1nc2oc3c(NCCO)ncnc3c2c2c1COC(C)(C)C2
9	9%	-6%	0%[57.1 µM]	14%	27%	?	-4%	52%[activator]	-4%	Cc1ccc2c(CC(=O)OCC(=O)Nc3ccc(Cl)cn3)coc2c1
10	-9%	-10%	6%[57.1 µM]	0%	18%	-2%	-5%	11%	-16%	CC/C(=N\NC(=O)Nc1ccccc1)c1ccccc1
11	18%	15%	7%	2%	6%	?	2%	-15%	?	COc1ccc(N2CCN(S(=O)(=O)CCNC(=O)C34CC5CC(CC(C5)C3)C4)CC2)cc1
12	-3%	-34%	16%[57.1 µM]	3%	-5%	-8%	-4%	46%[activator]	6%	COc1cccc(NC(=O)Cc2ccccc2)c1
13	-18%	6%	33%	-3%	8%	-7%	i	4%	-13%	NC(=O)C1CCN(CCC(=O)Nc2ccc3c(c2)CCC3)CC1
14	-4%	0%	4%	8%	3%	-17%	-9%	35%	6%	NS(=O)(=O)c1cccc(NC(=O)CCc2ccc(S(=O)(=O)N3CCOCC3)cc2)c1
15	-4%	-11%	11%	10%	-2%	0%	6%	30%	-3%	Cc1ccc(C(=O)NC(C(=O)OCc2cn3cc(Cl)ccc3n2)C(C)C)cc1 (stereo unspecified)
16	-16%	5%	20%[57.1 µM]	-7%	1%	2%	-1%	37%	-1%	Cc1nnc(SCC(=O)N(C)C2CCS(=O)(=O)C2)n1Cc1ccccc1 (stereo unspecified)
17	10%	10%	-8%	-20%	-3%	20%	6%	11%	-4%	COc1ccccc1NC(=O)CSc1nnnn1C1CCCC1
18	-1%	8%	-6%[57.1 µM]	-3%	7%	4%	-3%	34%	-25%	CCN1C[C@@H]2[C@@H]3C(=O)N(C)C(=O)[C@@H]3[C@](CC)(C1=O)N2C(=O)c1ccccc1
19	16%	?	22%[57.1 µM]	3%	1%	-1%	3%	-14%	?	O=C(CCCCl)OCc1cn(-c2ccc(Cl)cc2)nn1
20	6%	-5%	22%[57.1 µM]	-14%	-4%	?	2%	8%[57 µM]	-20%	COc1ccccc1N1CCN(C(=O)c2cnc(N3CCCCC3)c3ccccc23)CC1
21	-4%	2%	20%	-4%	2%	2%	-13%	31%	-3%	CCC1CCC(C(=O)NC(C(=O)NCCN(CC(C)C)CC(C)C)C(C)C)CC1 (stereo unspecified)
22	0%	-11%	15%	2%	nt	11%&15%	nt	29%	-10%	CCc1cccc2c(C(=O)COC(=O)c3c(C)noc3C)c[nH]c12
23	?	?	-24%	-6%	9%	7.9µM*	2%	-16%[57 µM]	?	COc1ccc(S(=O)(=O)CC(=O)c2cc3cc(Br)ccc3oc2=O)cc1
24	21%	12%	4%	8%	4%	?	3%	0%	-19%	CCOc1ccc2nc(N(CCN(CC)CC)C(=O)c3ccc([N+](=O)[O-])cc3)sc2c1
25	-3%	-6%	?	0%	5%	-1%	-8%	20%	12%	C=CCn1c(SCC#N)nc2ccccc2c1=O

Taken from above:
For rTrxR1 inhibitor, COc1ccccc1NC(=O)CSc1nnnn1C1CCCC1 has the entry -8%
For 12-LOX inh, O=C(CCCCl)OCc1cn(-c2ccc(Cl)cc2)nn1 has the entry -1%

Back to the main list with the 3 entries that preceded the break.
nr	GLS inhibitor	RGS4 inh	rTrxR1 inhibitor	Pin1 inh	ERG Ets-DNA blk	12-LOX inh	Tb PGK inh	HP1b binding inh	JMJD2A Tudor	smiles
23	?	?	-24%	-6%	9%	7.9µM*	2%	-16%[57 µM]	?	COc1ccc(S(=O)(=O)CC(=O)c2cc3cc(Br)ccc3oc2=O)cc1
24	21%	12%	4%	8%	4%	?	3%	0%	-19%	CCOc1ccc2nc(N(CCN(CC)CC)C(=O)c3ccc([N+](=O)[O-])cc3)sc2c1
25	-3%	-6%	?	0%	5%	-1%	-8%	20%	12%	C=CCn1c(SCC#N)nc2ccccc2c1=O
26	1%	22%	16%	6%	-2%	1%	2%	27%	-10%	COc1ccc(C(C(=O)NC2CCCC2)N(CC2CCCO2)C(=O)Cc2cccs2)cc1OC (stereo unspecified)
27	-2%	-4%	21%[57.1 µM]	9%	-1%	7%	-4%	1%	-7%	CN1CCN(c2ccc([N+](=O)[O-])cc2C(=O)Nc2ccccc2)CC1
28	6%	1%	-7%	0%	-5%	?	11%	12%	?	COC(=O)c1ccc(C(=O)N2CCCC(Nc3ccc(C(C)C)cc3)C2)cc1 (stereo unspecified)
29	0%	-3%	-9%	3%	9%	16%[57.4 µM]	-3%	57%[activator]	3%	O=C(Nc1cccc(F)c1)c1ccc(S(=O)(=O)N2CCCC2)cc1
30	-1%	-2%	-1%	1%	-3%	0%	-14%	31%	-10%	Cc1cc(NC(=O)CSc2nc(C(C)C)nc3sc4c(c23)CCC(C)C4)no1 (stereo unspecified)
31	-9%	-8%[11.4 µM]	23%[57.1 µM]	-3%	-5%	62%[activator]	-3%	19%	14%[57.1 µM]	CCOc1cccc(C(=O)Nc2ccccc2N2CCN(C(=O)C(C)C)CC2)c1
32	9%	22%	0%[57.1 µM]	2%	4%	1%	10%	38%	-2%	O=C(O)C1CCN(C(=O)c2ccco2)CC1
33	-8%	-12%	25%[57.1 µM]	1%	7%	-11%	-9%	24%[57 µM]	0%	Cc1ccc(-n2nc(C(=O)Nc3ccc(F)cc3Cl)c(=O)n(C)c2=O)cc1
34	-1%	-12%	19%[57.1 µM]	-4%	-3%	3%	-1%	20%[57 µM]	-18%	O=S(=O)(NCc1nc2cccnc2n1Cc1ccccc1Cl)c1ccc(F)c(Cl)c1
35	-2%	6%	14%[57.1 µM]	-4%	-11%	115%[activator]	-6%	60%[activator]	3%	COc1ccc(OC(=O)c2cccnc2)cc1
36	-2%	-22%	11%	2%	7%	-28%	i	7%	-8%	COc1cc(CC(=O)Nc2nc(-c3ccccc3)c(C(C)=O)s2)cc(OC)c1OC
37	1%	10%	-10%	-2%	-5%	i	9%	46%[activator]	10%	COc1ccc(OCc2cc(C(=O)N3CCCCCC3)no2)c(Cl)c1
38	3%	-16%	11%[57.1 µM]	7%	1%	?	6%	19%[57 µM]	-4%	CCc1ccc(CNC(=O)Cn2nc(C)c3nn(-c4ccc(Cl)cc4)c(C)c3c2=O)cc1
39	-19%	-21%	-6%	-1%	6%	5%	i	4%	-33%	COC(=O)c1ccc(NC(=O)c2cc3sccc3n2C)cc1
40	0%	3%	5%	-3%	12%	-2%	i	59%[activator]	-27%	COc1ccc2[nH]c3c(c2c1)CCN1C(=O)C(CC(=O)NCCCn2ccnc2)C[C@H](C(=O)N2CCOCC2)[C@@]31CCC1CCCC1 (stereo partly specified)
41	1%	5%	16%	-2%	-3%	?	4%	21%	?	COc1ccc2[nH]c(=O)c(CN(C(=O)c3ccco3)C(C)C)cc2c1
42	-2%	-17%	7%[57.1 µM]	-4%	-5%	-24%	i	23%	6%	CCN(CC)S(=O)(=O)c1ccc(C(=O)Nc2ccc(OCC(=O)N3CCOCC3)cc2)cc1
43	-1%	0%	27%[11.4 µM]	-10%	-8%	-5%	0%	12%	-22%	CCCC(c1nnnn1C(C)(C)C)N1CCN(c2ccccc2)CC1 (stereo unspecified)
44	25%	12%	4%	3%	-1%	0%	3%	3%	-33%	Cn1c2c(c3ccccc31)CC/C2=N\O
45	0%	-6%	-15%[57.1 µM]	-2%	-15%	-12%	-5%	16%	-9%	CCCCCCC(=O)N/N=C1\CCCc2ccccc21
46	-3%	26%	29%	4%	-3%	2%	5%	27%	-7%	CCC(=O)Oc1ccc(C(=O)Nc2ccc3c(c2)C(=O)N(C2CCCCC2)C3=O)cc1
47	1%	-13%	18%[57.1 µM]	2%	-11%	-5%	-9%	28%	-12%	Cc1nc(-c2ccccc2)nc2[nH]c(-c3ccccc3)cc(=O)c12
48	-23%	5%	-4%	-5%	16%	-15%	5%	2%	-15%	CCN(Cc1ccccc1)C(=O)CN1C(=O)NC(CC)(c2ccc(F)cc2)C1=O (stereo unspecified)
49	19%	?	-7%	0%	-3%	?	5%	28%	-10%	COc1cccc(NC(=O)CC(=O)c2ccccc2)c1

Some of the compounds tested; the hit share may differ from the screen's.
